# CHOP UPR activ: activators of apoptotic CHOP UPR arm, primary screen, cell-based, CHO-CHOP luciferase reporter, luminescence, uHTS; UPR activation; percent of tunicamycin response over DMSO baseline; activation, % at 10 µM; actives 0.34% (n = 330,000); AID 449763, 2010;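 active = at 10 µM dose, activation of 40% or more, normalized to positive control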;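 also: 100% = tunicamycin at 10 µg/mL and 0% = DMSO alone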
#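 assay system = CHO CHOP reporter cells | amount = 500 CHO-CHOP cells per well | buffer or medium = F12 with 10% FBS | incubation = 16-18 h cell attachment, then 6 h compound exposure, 37 °C | detection = luminescence read with Steady-Glo | read-out = percent activation relative to tunicamycin control | controls = tunicamycin high control, DMSO low control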
# tim23-1 inh: growth inhibitors of tim23-1 mutant yeast, primary screen, luminescence, uHTS; AID 463212, 2010; S. cerevisiae tim23-1 growth, BacTiter-Glo luminescence, 24 h; inhibition, % at 20 µM; actives 1.3% (n = 330,000);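 active = growth inhibition of the mutant yeast at or above 50%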;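 also: temperature-sensitive mutant grown at 25 °C; plate controls were DMSO-treated mutant yeast for no effect and medium wells lacking yeast for full effect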
# tim10-1 inh: growth inhibitors of tim10-1 mutant yeast, primary screen, luminescence, uHTS. S. cerevisiae tim10-1 ts strain growth, BacTiter-Glo, 24 h. inhibition, % at 20 µM. actives 2.2% (n = 330,000). AID 463190, 2010;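 active = inhibition of at least 40%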;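 also: mutant grown at 25 °C; 0% = DMSO wells with yeast and 100% = wells holding no yeast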
# XBP1 UPR activ: activators of adaptive XBP1 UPR arm, primary screen, cell-based, CHO-XBP1 luciferase reporter, luminescence, uHTS. IRE1-XBP1 UPR activation; percent of tunicamycin response, DMSO as zero. activation, % at 20 µM. actives 0.33% (n = 330,000);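 active = versus positive control, 20 µM dose yields 30% or more activation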;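 also: 100% = tunicamycin at 10 µg/mL and 0% = DMSO only wells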
#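 Material: CHO cell line with stable XBP1 luciferase reporter; schedule: 16-18 h cell attachment at 37 °C, then 6 h compound exposure; signal: glow luminescence from Steady-Glo reagent; medium: serum-containing F12 medium, 10% FBS; benchmarks: tunicamycin 10 µg/mL and vehicle-only wells; read-out: percent activation relative to tunicamycin reference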
# 697 NFkB inh: inhibitors of PMA/ionomycin-induced NF-kB reporter, 697 cells, primary screen, B-cell NF-kB inhibitor project, cell-based, luminescence, uHTS; inhibition, % at 4 µM; 697 B-cell NF-kB luciferase reporter, 16 h; AID 435022, 2010; actives 0.33% (n = 330,000); in the data active = inhibition above about 35%
# TIM10 inh: growth inhibitors of isogenic TIM10 control yeast, primary screen, counter-screen for tim10-1 yeast inhibitor project, luminescence, uHTS. AID 463195, 2010. S. cerevisiae TIM10 strain growth, BacTiter-Glo luminescence, 24 h. actives 1.4% (n = 330,000). inhibition, % at 10 µM;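 active = inhibition of 40% or more at the single tested concentration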;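 also: wild-type TIM10 isogenic control strain grown at permissive 25 °C; 0% = DMSO yeast wells and 100% = minimal medium wells without yeast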
# Mdm2 MdmX PPI: inhibitors of human Mdm2-MdmX association, primary screen, cell-based, luminescence, split luciferase, SaOS-2, uHTS; SaOS-2 split-luciferase Mdm2/MdmX complementation; inhibition, % at 8 µM; AID 485346, 2010; actives 3% (n = 330,000);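 active = inhibition of at least 50% at 8 µM in the primary screen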
# Target sequence (O15151 whole entry, looked up): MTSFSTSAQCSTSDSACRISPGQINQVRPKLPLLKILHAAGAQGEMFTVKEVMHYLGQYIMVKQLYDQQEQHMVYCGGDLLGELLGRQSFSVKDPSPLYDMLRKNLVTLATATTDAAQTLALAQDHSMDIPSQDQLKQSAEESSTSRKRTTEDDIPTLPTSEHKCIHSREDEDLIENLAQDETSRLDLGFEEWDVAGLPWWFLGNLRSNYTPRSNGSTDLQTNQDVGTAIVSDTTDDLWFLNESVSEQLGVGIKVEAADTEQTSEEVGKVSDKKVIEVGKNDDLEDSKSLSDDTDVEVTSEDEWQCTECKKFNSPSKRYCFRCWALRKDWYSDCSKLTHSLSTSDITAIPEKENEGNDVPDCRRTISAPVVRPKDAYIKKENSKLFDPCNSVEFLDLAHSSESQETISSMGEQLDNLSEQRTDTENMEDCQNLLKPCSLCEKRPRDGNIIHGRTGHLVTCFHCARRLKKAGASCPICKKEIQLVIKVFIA
# Target sequence (Q00987 whole entry, looked up): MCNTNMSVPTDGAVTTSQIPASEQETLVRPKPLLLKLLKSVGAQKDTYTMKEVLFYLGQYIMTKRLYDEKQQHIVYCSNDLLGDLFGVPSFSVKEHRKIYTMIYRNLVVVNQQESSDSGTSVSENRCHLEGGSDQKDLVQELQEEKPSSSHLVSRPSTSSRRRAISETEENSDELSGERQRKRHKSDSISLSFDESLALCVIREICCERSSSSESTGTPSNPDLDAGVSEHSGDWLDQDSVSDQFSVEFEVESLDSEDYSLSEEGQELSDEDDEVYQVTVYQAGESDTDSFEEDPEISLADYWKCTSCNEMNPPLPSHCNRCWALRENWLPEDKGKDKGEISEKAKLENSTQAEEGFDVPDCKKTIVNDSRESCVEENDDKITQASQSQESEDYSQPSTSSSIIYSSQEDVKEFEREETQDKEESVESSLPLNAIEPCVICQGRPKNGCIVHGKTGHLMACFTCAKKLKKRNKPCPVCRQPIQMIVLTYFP
# Jurkat NFkB inh: inhibitors of induced NF-kB luciferase reporter, primary screen, TCR NF-kB activation inhibitor project, cell-based, luminescence, uHTS. inhibition, % at 4 µM. actives 0.53% (n = 330,000). Jurkat, PMA/ionomycin-induced NF-kB luciferase reporter; in the data active = inhibition above about 50%
# An asterisk follows results filed as active. Hits appear at their usual frequency (roughly 6.6% active in at least one column).
SMILES,CHOP UPR activ,tim23-1 inh,tim10-1 inh,XBP1 UPR activ,697 NFkB inh,TIM10 inh,Mdm2 MdmX PPI,Jurkat NFkB inh
CC(C)(C)NC(=O)NC(=O)COC(=O)CNS(=O)(=O)c1ccc(Br)cc1Cl,-2.6,11,10,1,22,16,-6,4
CC(=O)Nc1ccc(N2C(=O)CSC2c2ccc(F)cc2)cc1 (centres undefined),3.6,12,1,-2,-1,-6,29,2
O=C(NNc1ncnc2c1cnn2-c1ccccc1)c1ccco1,3.4,-6,7,3,14,13,30,-16
C=CCn1c(=S)sc2c(=O)[nH]cnc21,4.8,5,-1,-2,-3,6,21,1
O=C(Cn1nnc(-c2ccccc2)n1)NNC(=O)c1ccc(Br)cc1,1.2,-18,-11,-3,7,11,-23,-3
O=C(COC(=O)c1n[nH]c2ccccc12)Nc1ccc([N+](=O)[O-])cc1,-0.4,-18,3,0,-10,-2,-28,-15
CN1CCCC(OC(=O)COc2ccccc2)C1 (centres undefined),-2.1,15,11,0,1,-9,-3,-11
CC(C)NC(=O)NC(=O)CSc1ccc(S(=O)(=O)N2CCOCC2)cn1,0.0,11,16,-1,0,8,-3,16
Fc1cnc(N2CCOCC2)nc1N1CCOCC1,-0.7,17,-15,-2,26,-16,16,-9
O=C(NCc1ccncc1)c1c(F)c(F)c(F)c(F)c1F,-1.9,5,9,-2,0,4,7,-3
Cc1ccc(NC(=O)C23CCC(C)(C(=O)[C@H]2Br)C3(C)C)cc1 (some centres undefined),1.2,20,-5,-3,-10,-1,-14,6
CCOC(=O)N1CCC(N(CCCOC)C(=O)Nc2ccc(CC)cc2)CC1,-0.2,17,-5,-5,-10,16,2,-16
COc1cc(C)c(Br)cc1S(=O)(=O)NCc1ccccc1,-1.5,-3,-22,2,0,-8,29,5
Cn1c(=O)n(C/C=C/c2ccccc2)c(=O)c2c1nc1n2CCCN1Cc1ccccc1,2.5,43,37,-4,4,28,21,-5
CC(Oc1ccc(Cl)cc1Cl)C(=O)Nc1ccc(S(=O)(=O)Nc2cnc3ccccc3n2)cc1 (centres undefined),-2.3,-6,42*,0,-2,-5,5,-12
Cc1ccccc1CN1C[C@@H]2C[C@@H](c3cn[nH]c3-c3ccccc3)N3CCC[C@@]23C1=O,-1.7,-1,20,-2,-2,7,10,6
Cc1cc(=O)n2nc(N3CCC(C(=O)NCc4ccccc4Cl)CC3)sc2n1,0.6,-14,-2,-2,12,2,21,-16
O=C(NCc1ccccc1F)C(c1ccccc1)c1ccccc1,0.2,10,15,-1,2,24,-26,10
Cc1occc1C(=O)NNC(=O)CN1C(=O)NC(C)(c2ccccc2)C1=O (centres undefined),1.9,-7,-14,-2,-28,2,15,-3
CCSc1nnc(NC(=O)/C=C/c2ccco2)s1,2.1,-7,-4,3,-33,3,-54,-22

# Compound profiles, from the list above. Order of values: CHOP UPR activ | tim23-1 inh | tim10-1 inh | XBP1 UPR activ | 697 NFkB inh | TIM10 inh | Mdm2 MdmX PPI | Jurkat NFkB inh
# Listed for Cc1occc1C(=O)NNC(=O)CN1C(=O)NC(C)(c2ccccc2)C1=O (centres undefined) = 1.9 | -7 | -14 | -2 | -28 | 2 | 15 | -3
# Listed for Cc1ccccc1CN1C[C@@H]2C[C@@H](c3cn[nH]c3-c3ccccc3)N3CCC[C@@]23C1=O = -1.7 | -1 | 20 | -2 | -2 | 7 | 10 | 6
# Listed for CC(Oc1ccc(Cl)cc1Cl)C(=O)Nc1ccc(S(=O)(=O)Nc2cnc3ccccc3n2)cc1 (centres undefined) = -2.3 | -6 | 42* | 0 | -2 | -5 | 5 | -12
# Listed for CCSc1nnc(NC(=O)/C=C/c2ccco2)s1 = 2.1 | -7 | -4 | 3 | -33 | 3 | -54 | -22

# (list continues)
SMILES,CHOP UPR activ,tim23-1 inh,tim10-1 inh,XBP1 UPR activ,697 NFkB inh,TIM10 inh,Mdm2 MdmX PPI,Jurkat NFkB inh
COc1ccc(C2=Nn3c(nnc3-c3ccccc3C(F)(F)F)SC2)cc1OC1CCOC1 (centres undefined),-0.3,8,0,5,-12,-3,34,-10
COc1ccc(C(=O)CN2CCN(S(=O)(=O)c3cccc([N+](=O)[O-])c3)CC2)cc1,-2.1,15,34,-4,24,-8,16,10
CC1CCCC(C)N1C(=O)CSc1nnnn1C1CCCC1 (centres undefined),2.7,12,4,-1,11,5,6,-9
Cc1ccc(-c2c[n+](CC(=O)Nc3ccccc3C)c3n2CCC3)cc1,-0.2,-10,-18,-2,2,-2,15,-7
CC1=CC(C)(C)NC(=S)N1c1cc(C)cc(C)c1,-1.8,29,33,1,-8,45*,-28,2
COc1ccc(C(=O)NC(=S)Nc2ccc(N3CCOCC3)c(Cl)c2)cc1[N+](=O)[O-],4.7,6,3,-2,-13,1,11,-8
CCC(C)n1nccc1NC(=O)C(C)Cl (centres undefined),-1.2,16,11,-3,3,-2,-2,-4
O=C(CNC(=O)c1ccco1)NC1CCCCCC1,4.8,-1,5,2,-39,6,-41,-31
O=C(Cn1ncn2c(cc3ccccc32)c1=O)NCc1ccco1,-1.9,-7,-6,0,13,-17,10,12
CCCCCC/C(=N/O)c1ccccn1,0.6,60*,42*,3,-3,57*,2,3
CCN(CC)C(=O)CSc1nnc(-c2ccccn2)n1-c1ccc(C)c(C)c1,0.6,13,28,-3,10,33,-23,6
O=C(CN1CCN(S(=O)(=O)N2CCOCC2)CC1)Nc1ccc(Cl)c(Cl)c1,-0.2,1,14,15,9,-17,0,-10
CCN1CCN(C(=O)c2ccc3c(c2)c(C)c(C)n3Cc2ccccc2)CC1,3.7,14,19,2,-27,3,13,-16
CC(=O)Nc1ccc(NCC(O)COc2ccccc2)cc1 (centres undefined),-4.2,-9,-5,1,5,-11,11,-13
O=C1CSC(c2ccccc2F)N1 (centres undefined),-3.5,-4,-3,14,11,1,2,-13
O=C(CSc1nncc(=O)[nH]1)Nc1cccc([N+](=O)[O-])c1,-0.3,2,16,-2,18,11,22,15
COc1cc(C(=O)Nc2ccc(C(C)=O)cc2)c(Br)c(OC)c1OC,3.1,14,4,2,-52,13,-25,-8
CCC(C)NC(=O)c1ccccc1NC(=O)CN(c1ccc(OC)cc1)S(C)(=O)=O (centres undefined),-0.4,10,7,-1,16,-4,15,16
CCOC(=O)C1=C(CC)Nc2ccccc2N=C1NC(=O)c1oc2ccccc2c1C,5.7,29,43*,1,-2,27,-1,-8
O=C(N/N=C/C(Br)=C\c1ccccc1)c1ccc2nc[nH]c2c1,6.2,16,18,-1,11,11,1,10
Cn1ccnc1SCCC#N,2.3,9,2,-2,18,-15,7,-14
NC(=O)Cn1c(=O)n(-c2ccccc2)c(=O)c2oc3ccccc3c21,-0.2,3,-7,1,-17,-14,-21,-1
Cc1cc(C)c(NC(=O)NC(=O)C(Cl)(Cl)Cl)c(C)c1,1.9,2,14,-1,14,8,-5,-1
CCOc1ncccc1C(=O)OCC(=O)N1c2ccccc2CC1C (centres undefined),0.1,25,-7,1,12,4,-5,5
COc1cc(/C=C(/C#N)C(=O)Nc2ccc(C)cc2)ccc1Oc1nc(Cl)ncc1F,13,-5,12,-1,-53,1,10,23
CC(=O)c1ccc(N2CCN(C(=O)c3ccc(-c4ccccc4)cc3)CC2)cc1,1.9,-2,-6,2,-7,7,16,-1
Cc1cc2cc(CNC(=S)Nc3ccc(OC(F)F)cc3)ccc2n1C,-1.0,7,7,-1,-21,-7,42,-1
CS(=O)(=O)c1ccc2nc(NC(=O)c3cc4ccccc4o3)sc2c1,3.2,3,-1,0,-40,17,-30,-14
O=C(NNC(=S)Nc1ccccc1)c1ccncc1,-0.3,-11,1,2,-3,5,18,-12
COc1ccc(N2CCN(C(=O)c3cccs3)CC2)cc1,0.1,-9,-11,-2,-2,-6,-12,-20

# Brought forward from above: 5 entries; new compounds follow.
SMILES,CHOP UPR activ,tim23-1 inh,tim10-1 inh,XBP1 UPR activ,697 NFkB inh,TIM10 inh,Mdm2 MdmX PPI,Jurkat NFkB inh
CC(=O)c1ccc(N2CCN(C(=O)c3ccc(-c4ccccc4)cc3)CC2)cc1,1.9,-2,-6,2,-7,7,16,-1
Cc1cc2cc(CNC(=S)Nc3ccc(OC(F)F)cc3)ccc2n1C,-1.0,7,7,-1,-21,-7,42,-1
CS(=O)(=O)c1ccc2nc(NC(=O)c3cc4ccccc4o3)sc2c1,3.2,3,-1,0,-40,17,-30,-14
O=C(NNC(=S)Nc1ccccc1)c1ccncc1,-0.3,-11,1,2,-3,5,18,-12
COc1ccc(N2CCN(C(=O)c3cccs3)CC2)cc1,0.1,-9,-11,-2,-2,-6,-12,-20
CCOc1ccc(Br)cc1S(=O)(=O)NC1CCCC1,4.4,23,1,6,-1,-3,21,3
COC(=O)c1cc2oc(C)cc2n1CC(=O)Nc1cc(C)cc(C)c1,0.9,-3,2,-3,12,-12,4,-10
COc1ccc(N(CC(=O)NCCSC(C)(C)C)S(C)(=O)=O)c(OC)c1,-1.3,3,9,0,5,2,20,12
CSc1nsc(SCC(=O)Nc2cc(C(=O)O)ccc2C)n1,2.9,7,1,7,4,7,-23,-6
Cc1ccc(/C=N/NC(=O)CNC(=O)COc2ccccc2)cc1,2.5,4,7,-1,15,11,17,1
CCOc1cccc(CNc2nnnn2C)c1,1.8,12,11,-5,4,-9,26,5
Cc1ccccc1C(=O)Nc1cc(S(=O)(=O)N2CCCCC2)ccc1N1CCN(C)CC1,0.0,-12,13,-1,14,6,3,5
COc1ccc(CCNC(=O)C2c3ccccc3C(=O)N2CCC(C)C)cc1OC (centres undefined),-1.8,17,17,-3,-10,-6,-17,-19
Cc1ccc2cc(CN(CCCN3CCOCC3)C(=O)NC3CCCCC3)c(=O)[nH]c2c1C,0.1,7,10,1,-16,-7,14,-10
CC(NC(=O)Cn1cc(C(F)(F)F)ccc1=O)c1ccc(F)cc1 (centres undefined),-2.7,1,-24,-3,7,-3,3,2
CCN(C[C@H]1N[C@@](CC)(C(=O)OC)[C@H]2C(=O)N(Cc3ccccc3)C(=O)[C@@H]12)S(=O)(=O)c1ccc(C(F)(F)F)cc1,-0.1,17,12,2,-4,12,40,-6
O=C(OCc1ccc(F)cc1)c1ccc2c(c1)-c1ccccc1C2=O,4.2,4,13,0,-7,17,-1,-2
C/C(=N/Nc1nc(C)cc(-c2ccccc2)n1)c1ccco1,6.1,28,41*,0,-12,35,-30,-25
COc1ccc(/C=C(\NC(=O)c2cccs2)C(=O)Nc2ccccc2C)cc1OC,-0.3,12,6,1,12,14,-28,5
Cc1cc(N2CCOCC2)ccc1/C=C1\NC(=O)N(CC(=O)Nc2ccccc2C)C1=O,1.9,0,2,-3,-39,7,17,-7
COc1ccc(C2=NOC(C)(c3nnc(-c4ccncc4)o3)C2)cc1 (centres undefined),-0.7,12,-6,0,12,3,-18,5
Cc1onc(-c2ccccc2)c1C(=O)Nc1ncc([N+](=O)[O-])s1,3.0,21,18,-8,2,9,73*,13
CC(=O)N[C@H]1[C@H]([C@H](O)[C@H](O)CO)OC(C(=O)O)=C[C@@H]1O,-1.8,2,-26,-6,1,2,11,-4
N#CCNC(=O)c1cccn1-c1ncc(C(F)(F)F)cc1Cl,1.6,8,5,0,9,1,-23,18
CC1CC(C)CN(C(=O)CNC(=O)c2ccc3ccccc3c2)C1 (centres undefined),3.3,34,25,-3,1,8,22,-12
Cc1ccc(F)cc1NC(=O)N1CCN(c2ccnc3cc(Cl)ccc23)CC1,-1.1,13,8,-6,35,1,32,19
CCOc1ccc(/C(O)=C2/C(=O)C(=O)N(CCN(C)C)C2c2ccccc2)cc1Cl (centres undefined),0.4,0,-6,-3,22,-6,7,-2
